Assay outcomes deposited in PubChem BioAssay by several laboratories.
ERa SRC1 pot: enhancers of ERα–SRC-1 coactivator binding, primary screen, biochemical, TR-FRET, ERα LBD, low estradiol; Estrogen receptor (Homo sapiens), P03372; TR-FRET ERalpha-LBD/SRC-Cy5 coactivator binding, 2 h; 100 = basal binding, no effect; coactivator binding (% of control), % at 25.6 µM; actives 1.3% (n = 86,000); AID 639, 2007; in the data active = activity above about 200%;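 also: binding measured in presence of low estradiol as agonist stimulus; 0% = peptide alone without receptor and 100% = receptor with peptide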
CD11b adhes inh: inhibitors of CD11b/CD18 adhesion to fibrinogen, primary screen, K562 cells, luminescence. Integrin beta-2 (Homo sapiens) + Integrin alpha-M (Homo sapiens), P05107+P11215. ATPlite luminescence; Mn2+ added to activate the integrin. inhibition, % at 10 µM. actives 0.54% (n = 93,000). AID 1497, 2009;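 active = primary inhibition of 50% or more at 10 µM, then 40% or more on retest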; also: some results filed as inactive read as strong as hits
ERb coact inh: inhibitors of ERβ-SRC1 coactivator interaction, primary screen, biochemical, TR-FRET, ERβ LBD, SRC-1 peptide; Estrogen receptor beta (Homo sapiens), Q92731; inhibition, % at 25.6 µM; TR-FRET ER-beta LBD / SRC1-Cy5 peptide binding; receptor agonist-loaded with 1 µM estradiol; AID 633, 2007; actives 1.3% (n = 86,000);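 active = compounds whose percent inhibition of the receptor-coactivator binding signal exceeds about 50% in the single-dose screen, limit read from the data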;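 also: 0% = receptor plus peptide wells without compound and 100% = peptide-only wells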
PLK1 kinase inh: human PLK1 kinase inhibitors, primary screen, biochemical, TR-FRET; actives 0.53% (n = 97,000); AID 619, 2007; recombinant PLK1 kinase, TR-FRET peptide phosphorylation; inhibition, % at 10 µM;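 active = inhibition of 50% or more in the single-concentration screen; inactive = inhibition below 50%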;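 also: 0% = DMSO max control and 100% = H-89 dihydrochloride min control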
Target sequence (P53350 whole entry, looked up): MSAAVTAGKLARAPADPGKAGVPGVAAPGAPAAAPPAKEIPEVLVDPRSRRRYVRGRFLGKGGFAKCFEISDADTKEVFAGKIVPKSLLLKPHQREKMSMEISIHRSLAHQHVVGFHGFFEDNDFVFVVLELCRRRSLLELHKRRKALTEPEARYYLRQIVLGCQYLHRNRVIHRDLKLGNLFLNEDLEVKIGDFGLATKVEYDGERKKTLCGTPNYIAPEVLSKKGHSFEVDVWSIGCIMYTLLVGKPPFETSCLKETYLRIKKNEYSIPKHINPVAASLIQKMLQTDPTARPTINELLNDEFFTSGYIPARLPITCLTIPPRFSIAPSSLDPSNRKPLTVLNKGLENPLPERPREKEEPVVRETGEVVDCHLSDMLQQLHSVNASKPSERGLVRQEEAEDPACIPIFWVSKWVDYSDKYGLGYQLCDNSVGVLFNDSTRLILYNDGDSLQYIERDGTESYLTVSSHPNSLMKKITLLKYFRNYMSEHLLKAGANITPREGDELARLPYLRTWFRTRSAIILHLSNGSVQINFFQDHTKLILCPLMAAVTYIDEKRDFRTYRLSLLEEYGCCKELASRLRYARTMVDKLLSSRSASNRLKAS
HIV Rev-RRE inh: HIV-1 Rev-RRE binding inhibitors, primary screen, biochemical, FRET, protein-RNA interaction; P05866; Rev peptide-RRE RNA binding; inhibition, % at 8 µM; actives 0.79% (n = 97,000);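 active = inhibition above the screen-wide mean plus 3 SD, cut at about 35% in these data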;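 also: 0% = median DMSO wells and 100% = median Neomycin B control wells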
Target sequence (P05866 whole entry, looked up): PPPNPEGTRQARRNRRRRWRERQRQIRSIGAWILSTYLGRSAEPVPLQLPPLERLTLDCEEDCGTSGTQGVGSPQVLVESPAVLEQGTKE
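Test system – labelled RRE RNA duplex and labelled Rev peptide · Signal – fluorescein-to-Cy5 FRET, 480 nm excitation · Evaluation – % inhibition of FRET ratio versus controls · Benchmarks – DMSO low control, neomycin B high control · Incubation – 5 min RNA-compound premix plus 15 min binding step, 25 °C · Medium – HEPES pH 7.5 salt buffer with EDTA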
PLK1 PBD inh: Plk1 polo box domain binding inhibitors, primary screen, biochemical, fluorescence polarization. inhibition, %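 (tested at about 20 µM)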. Plk1 PBD phosphopeptide binding. actives 0.13% (n = 97,000); in the data active = inhibition above about 34%, passing the limit was not always enough
FAK blocker: FAK kinase inhibitors, primary screen, biochemical; biochemical FAK kinase activity assay; inhibition, %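 (tested at 7 µM)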; actives 0.84% (n = 97,000); AID 727, 2007; in the data active = inhibition above about 19%;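 also: 0% = DMSO and 100% = reference compound high control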
CD11b adhes enh: enhancers of CD11b/CD18 adhesion to fibrinogen, primary screen, K562 cells, luminescence; ATPlite luminescence; activation, % at 10 µM; actives 0.07% (n = 93,000); AID 1499, 2009;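 active = 10 µM primary screen giving 50% or more activity, confirmed by 40% or more on retest at that dose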; also: strong numbers were not always called active
ERa SRC1 inh: ERα–SRC-1 coactivator interaction inhibitors, primary screen, biochemical, TR-FRET, ERα LBD, estradiol-bound; actives 1.7% (n = 86,000); AID 629, 2007; Estrogen receptor (Homo sapiens), P03372; inhibition, % at 25.6 µM; TR-FRET ER-alpha LBD / SRC-1 peptide; in the data active = inhibition above about 50%;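 also: 0% = receptor plus peptide control and 100% = peptide only without receptor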
* marks the source's active call; other numbers are inactive results; nt = not tested or not shown; [ ] = dose if it differs, or a comment.

A first look:
SMILES	ERa SRC1 pot	CD11b adhes inh	ERb coact inh	PLK1 kinase inh	HIV Rev-RRE inh	PLK1 PBD inh	FAK blocker	CD11b adhes enh	ERa SRC1 inh
CC1CCCCN1C(=O)CSc1nnc(-c2ccc(Cl)s2)o1 (stereo not drawn)	nt	-4	nt	-14	4	3	0	-2	nt
O=C(c1ccc(CNS(=O)(=O)c2cccc(C(F)(F)F)c2)cc1)N1CCOCC1	115	-21	-6	-18	7	4	-1	-1	-1
CCn1nnnc1SCC(=O)c1cc(OC)ccc1OC	112	2	-4	nt	nt	nt	nt	-6	-7
CC(C)CC(=O)NC1(C(F)(F)F)C(=O)N(Cc2ccccc2)C2=C1C(=O)CC(C)(C)C2 (stereo not drawn)	97	nt	-9	-11	0	-18	-3	nt	0
CCn1c(Cc2ccccc2)nnc1SCC(=O)Nc1nccs1	117	37	6	49	1	22	-1	-2	6
CC(=O)C1=C(O)C(=O)N(c2ccc(S(N)(=O)=O)cc2)C1c1ccccc1F (stereo not drawn)	107	-9	-5	5	1	6	-6	2	2
Cc1ccc(NCc2nnc(SCC(=O)c3ccccc3)o2)c(C)c1	128	-4	-1[fluorescence artefact?]	-8	11	-7	-2	0	-4
CCCCNC(=O)c1ccc2c(c1)ncn2C1CCCCC1	nt	-32	nt	9	4	13	5	2	nt
Cc1ccc(C)c(NC(=O)c2ccccc2O)c1	99	75	-8	-17	6	29	-1	-4	-2
O=C(C1CCN(S(=O)(=O)N2CCOCC2)CC1)N1CCN(c2ccccc2)CC1	121[fluorescence artefact?]	2	-6	-2	2	27	1	-3	-11
CCCc1cc(=O)[nH]c(SCC(=O)Nc2cc3c(cc2C(C)=O)OCO3)n1	88	-3	-17	-11	1	-17	-2	0	-18
CCOC(=O)CSC1=C(C#N)C(c2ccccc2F)C(C(C)=O)=C(C)N1 (stereo not drawn)	110	nt	-5	-3	8	-4	-5	nt	-7
Cc1ccc2nc(C3CCN(S(=O)(=O)c4ccc5ccccc5c4)CC3)[nH]c2c1	107	28	3	-1	18	6	2	-5	13
COc1ccc2[nH]c3nc(SCc4nnc(-c5ccccc5)o4)nnc3c2c1	54[fluorescence artefact?]	-5	52*[fluorescence artefact?]	-9	5	-3	16	10	85*[fluorescence artefact?]

The whole of this part, previewed entries included:
SMILES	ERa SRC1 pot	CD11b adhes inh	ERb coact inh	PLK1 kinase inh	HIV Rev-RRE inh	PLK1 PBD inh	FAK blocker	CD11b adhes enh	ERa SRC1 inh
CC1CCCCN1C(=O)CSc1nnc(-c2ccc(Cl)s2)o1 (stereo not drawn)	nt	-4	nt	-14	4	3	0	-2	nt
O=C(c1ccc(CNS(=O)(=O)c2cccc(C(F)(F)F)c2)cc1)N1CCOCC1	115	-21	-6	-18	7	4	-1	-1	-1
CCn1nnnc1SCC(=O)c1cc(OC)ccc1OC	112	2	-4	nt	nt	nt	nt	-6	-7
CC(C)CC(=O)NC1(C(F)(F)F)C(=O)N(Cc2ccccc2)C2=C1C(=O)CC(C)(C)C2 (stereo not drawn)	97	nt	-9	-11	0	-18	-3	nt	0
CCn1c(Cc2ccccc2)nnc1SCC(=O)Nc1nccs1	117	37	6	49	1	22	-1	-2	6
CC(=O)C1=C(O)C(=O)N(c2ccc(S(N)(=O)=O)cc2)C1c1ccccc1F (stereo not drawn)	107	-9	-5	5	1	6	-6	2	2
Cc1ccc(NCc2nnc(SCC(=O)c3ccccc3)o2)c(C)c1	128	-4	-1[fluorescence artefact?]	-8	11	-7	-2	0	-4
CCCCNC(=O)c1ccc2c(c1)ncn2C1CCCCC1	nt	-32	nt	9	4	13	5	2	nt
Cc1ccc(C)c(NC(=O)c2ccccc2O)c1	99	75	-8	-17	6	29	-1	-4	-2
O=C(C1CCN(S(=O)(=O)N2CCOCC2)CC1)N1CCN(c2ccccc2)CC1	121[fluorescence artefact?]	2	-6	-2	2	27	1	-3	-11
CCCc1cc(=O)[nH]c(SCC(=O)Nc2cc3c(cc2C(C)=O)OCO3)n1	88	-3	-17	-11	1	-17	-2	0	-18
CCOC(=O)CSC1=C(C#N)C(c2ccccc2F)C(C(C)=O)=C(C)N1 (stereo not drawn)	110	nt	-5	-3	8	-4	-5	nt	-7
Cc1ccc2nc(C3CCN(S(=O)(=O)c4ccc5ccccc5c4)CC3)[nH]c2c1	107	28	3	-1	18	6	2	-5	13
COc1ccc2[nH]c3nc(SCc4nnc(-c5ccccc5)o4)nnc3c2c1	54[fluorescence artefact?]	-5	52*[fluorescence artefact?]	-9	5	-3	16	10	85*[fluorescence artefact?]
Cc1nc(N2CCN(C(=O)c3ccc(Cl)cc3)CC2)c(C#N)c2c1COC(C)(C)C2	105	4	-29	-13	7	-35	-2	-4	-24
COc1ccc(S(=O)(=O)Nc2cccc(SC)c2)cc1OC	nt	nt	nt	-5	-1	-13	-6	nt	nt
CCn1cc(Br)c(C(=O)Nc2ccc(Cl)cc2Cl)n1	107[fluorescence artefact?]	-32	0[fluorescence artefact?]	-6	11	18	-1	-1	7[fluorescence artefact?]
CC1CCCN(C(=O)C23CCC(C)(C(=O)C2)C3(C)C)C1 (stereo not drawn)	99	4	-4	-8	-1	5	-1	-6	5[fluorescence artefact?]
Cc1ccc(NC(=S)NNC(=O)c2nn(C)cc2Cl)cc1	nt	nt	nt	-19	-4	2	0	nt	nt
COc1ccc(-c2cn3cccnc3n2)cc1NC(=O)C1CCCC1	nt	-4	nt	-3	-2	15	-1	-3	nt
C=CCn1c(SCc2c(Cl)cccc2Cl)nnc1-c1cccnc1	90	-2	-8	-3	5	-20	0	0	-5
COc1ccc(OC)c(C(C)NC=O)c1 (stereo not drawn)	100	-14	0	-14	14	9	3	-3	-5
Cc1ccc(N2CC(C(=O)NCc3cccnc3)CC2=O)cc1 (stereo not drawn)	101	-12	-20[fluorescence artefact?]	-3	7	-12	-2	-2	-11
Cc1cc(NC(=O)c2cc(CC(C)C)on2)no1	107	-11	-3	nt	nt	nt	nt	10	-14
COCC(=O)Nc1cccc2ccccc12	110	nt	-10	-6	10	-7	2	-1	-31
COc1ccc(NC(=O)C(C)Oc2ccc(/C(C)=N\O)cc2)cc1 (stereo not drawn)	132[fluorescence artefact?]	6	-5	-3	4	41	5	-6	-7
O=C1CCCN1CC(O)CS(=O)(=O)c1ccccc1 (stereo not drawn)	nt	nt	nt	-6	5	-17	0	nt	nt
O=C(CCc1ccc(S(=O)(=O)NCCc2ccccc2)cc1)N1CCN(Cc2ccc3c(c2)OCO3)CC1	103	-11	-3[fluorescence artefact?]	-2	3	-8	0	3	5[fluorescence artefact?]
O=C(CSc1ncnc2nc[nH]c12)NCCc1ccccc1	119	-4	-3	-5	6	-10	-1	-2	-5
CC(=O)Nc1nc(C2COc3ccccc3O2)cs1 (stereo not drawn)	nt	-44	nt	0	5	-17	3	0	nt

Three compounds from above, arranged by molar mass, rising.
SMILES	ERa SRC1 pot	CD11b adhes inh	ERb coact inh	PLK1 kinase inh	HIV Rev-RRE inh	PLK1 PBD inh	FAK blocker	CD11b adhes enh	ERa SRC1 inh
COCC(=O)Nc1cccc2ccccc12	110	nt	-10	-6	10	-7	2	-1	-31
Cc1cc(NC(=O)c2cc(CC(C)C)on2)no1	107	-11	-3	nt	nt	nt	nt	10	-14
CCOC(=O)CSC1=C(C#N)C(c2ccccc2F)C(C(C)=O)=C(C)N1 (stereo not drawn)	110	nt	-5	-3	8	-4	-5	nt	-7

New compounds follow
SMILES	ERa SRC1 pot	CD11b adhes inh	ERb coact inh	PLK1 kinase inh	HIV Rev-RRE inh	PLK1 PBD inh	FAK blocker	CD11b adhes enh	ERa SRC1 inh
c1ccc2c(c1)[nH]c1c(N3CCC4(CC3)OCCO4)ncnc12	114	22	-3	-33	7	-19	3	0	-2
CC1CC1C(=O)OCC(=O)NCc1ccccc1Cl (stereo not drawn)	119[fluorescence artefact?]	6	6	-1	3	15	-2	-1	-2
COc1ccc(CCC(=O)NCCc2cn3c(C)csc3n2)cc1	83	-12	11[fluorescence artefact?]	-21	4	23	4	1	-1
CN1CCN(CCC(=O)N2c3ccccc3Sc3ccc(Cl)cc32)CC1	133[fluorescence artefact?]	0	-5	-5	3	-19	4	4	-9
CC1CN(S(=O)(=O)c2cccc(-c3csc(-c4ccccc4)n3)c2)CC(C)O1 (stereo not drawn)	116	18	-6	-10	12	1	-1	-1	0
CCOC(=O)c1ccc2c(c1)nc(COc1ccc(OC)cc1)n2CC	94	6	-16	-8	11	15	2	-6	-2
c1csc(C(c2nnnn2C2CCCC2)N2CCCC3(CCCCC3)C2)c1 (stereo not drawn)	92	54	3	-14	15	-15	0	0	-7
O=C(CSc1nnc(NC(=O)C2CC2)s1)Nc1ccc(F)cc1	136	8	-9	-9	-2	3	-2	-2	-5
CN(C)CCCNC(=O)c1cc2c3ccccc3n(C)c2s1	nt	nt	nt	-13	-1	-27	4	nt	nt
O=C(N/N=C\c1ccc(-c2ccccc2[N+](=O)[O-])o1)C1COc2cc3ccccc3cc2O1 (stereo not drawn)	nt	nt	nt	-9	8	-14	14	nt	nt
O=C(c1c[nH]c2ccc(S(=O)(=O)N3CCOCC3)cc2c1=O)N1CCCC1	103	-5	18	-5	8	-23	0	-6	3
CCOc1cc(/C=N/NC(=O)CNc2cccc(C)c2)ccc1OC(=O)c1ccccc1	86	nt	-6	-11	6	-13	-3	nt	1
CC1CC(C)CN(CCCNC(=O)Cn2ncc3c(=O)oc4ccccc4c32)C1 (stereo not drawn)	139	-16	-11	-12	2	-19	-1	0	0
CCC1(C)Cc2c(sc3[nH]c(=O)[nH]c(=O)c23)CS1 (stereo not drawn)	85	-8	5[fluorescence artefact?]	-7	5	12	0	1	4[fluorescence artefact?]
CN(C)CCCn1c(NC(=O)C2CCCCC2)nc2ccccc21	114	-14	-5	-9	5	-25	-1	-5	-1
Cc1cccc(NC(=S)N(CCc2nc3cc(C)c(C)cc3[nH]2)Cc2cccnc2)c1	nt	nt	nt	-13	-1	8	3	nt	nt
COc1cccc(C(c2sc3nc(C)nn3c2O)N2CCC3(CC2)OCCO3)c1 (stereo not drawn)	102	6	4	nt	nt	nt	nt	0	-6
CC1=C(C)CC(C(=O)NNC(=O)c2ccccc2)C(C(=O)O)C1 (stereo not drawn)	nt	nt	nt	-1	2	-19	-3	nt	nt
CC(=O)NCCC(=O)Nc1ccc(C)c(F)c1	87	-44	10	-13	5	-30	0	0	16[fluorescence artefact?]
CCS(=O)(=O)N1CCN(c2cccc(C)c2C)CC1	95	-6	-5	10	2	-10	-2	3	-26
COc1cccc(Cn2cnc3c(NS(=O)(=O)c4cc(Cl)ccc4Cl)c(C)c(C)cc32)c1	nt	18	nt	-6	5	3	-2	-2	nt
CCC(CC)c1nc(NCCC(=O)O)c2ccccc2n1	94	-11	-26	-8	2	11	0	-2	-10
CCCn1c(SCC(=O)Nc2cccc(C)n2)nnc1-c1ccco1	79	-16	-13	-9	-3	-6	0	2	-20

An unsorted share of the library; about 4.7% have a hit in one of these screens.
